Efflux pump inh: inhibitors of Candida antifungal efflux pumps expressed in yeast | 330,000 tested, 0.44% active | AID 485275 | inhibition, % at 10 µM | S. cerevisiae Candida pump triplex, Nile Red efflux;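 active means plate passing quality check with inhibition over a set limit, or well fluorescence over plate mean plus 4 SD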;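 further: Nile Red retained in pooled yeast measured as flow cytometry median fluorescence; 0% = buffer negative control and 100% = Enniatin B positive control; higher means more Nile Red kept so more efflux inhibition; some compounds called inactive have numbers as strong as hits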
ZTA counter: counter-screen for EBNA-1 inhibitors: inhibitors of Epstein-Barr virus ZTA; ZTA-DNA binding, fluorescence polarization; inhibition, % at 11 µM; 320,000 tested, 0.15% active; in the data active means inhibition above about 33%
Target sequence (P03206 whole entry, looked up): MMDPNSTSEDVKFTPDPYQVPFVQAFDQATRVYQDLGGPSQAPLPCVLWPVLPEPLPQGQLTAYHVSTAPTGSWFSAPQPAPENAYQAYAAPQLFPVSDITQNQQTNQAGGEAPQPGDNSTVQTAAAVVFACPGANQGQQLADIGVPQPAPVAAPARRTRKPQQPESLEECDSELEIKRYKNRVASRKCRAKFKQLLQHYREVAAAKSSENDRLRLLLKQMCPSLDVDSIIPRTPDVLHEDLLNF
MCL1 BIM primary: inhibitors of human MCL1 binding to BIM-BH3 peptide; GST-MCL1 / FITC-Bim-BH3 fluorescence polarization; inhibition, % at 10.9 µM; AID 2057; 320,000 tested, 0.68% active; Q07820;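 active means inhibition above the mean inhibition of all tested compounds plus 3 SD, set per campaign, cut at about 40% in these data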;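 further: 0% = DMSO wells and 100% = unlabeled Bim-BH3 peptide control; higher means more loss of mP so more displacement of Bim peptide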
Target sequence (Q07820 whole entry, looked up): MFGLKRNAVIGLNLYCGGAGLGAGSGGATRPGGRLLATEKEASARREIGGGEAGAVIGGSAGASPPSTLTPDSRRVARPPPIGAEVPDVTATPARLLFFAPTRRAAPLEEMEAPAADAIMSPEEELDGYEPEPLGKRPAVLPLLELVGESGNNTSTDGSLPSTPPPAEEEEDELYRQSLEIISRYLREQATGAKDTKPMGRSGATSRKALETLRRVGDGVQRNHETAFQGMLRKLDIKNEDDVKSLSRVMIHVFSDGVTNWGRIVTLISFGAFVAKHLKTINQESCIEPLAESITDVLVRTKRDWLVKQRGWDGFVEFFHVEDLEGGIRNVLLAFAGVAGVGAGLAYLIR
Fam108B counter: counter-screen for RBBP9 inhibitors: inhibitors of mouse Fam108B; recombinant Fam108B, FP-Rh probe fluorescence polarization; inhibition, % at 9.51 µM; 300,000 tested, 0.33% active;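 active means inhibition above the screen mean inhibition plus 3 SD, computed separately per campaign, cut at about 18% in these data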;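 further: inhibitors lower polarization as less probe binds the enzyme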
Bcl-xL primary: Bcl-xL (human) inhibition; GST-Bcl-xL / FITC-Bim BH3 peptide fluorescence polarization; inhibition, % at 10.9 µM; Q07817; 320,000 tested, 0.7% active;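 active means inhibition above the mean of all tested compounds plus 3 SD, cutoff set per campaign, cut at about 30% in these data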;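 further: 0% = DMSO wells and 100% = unlabeled Bim-BH3 peptide competitor; inhibitors lower millipolarization by displacing the labeled peptide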
Target sequence (Q07817 whole entry, looked up): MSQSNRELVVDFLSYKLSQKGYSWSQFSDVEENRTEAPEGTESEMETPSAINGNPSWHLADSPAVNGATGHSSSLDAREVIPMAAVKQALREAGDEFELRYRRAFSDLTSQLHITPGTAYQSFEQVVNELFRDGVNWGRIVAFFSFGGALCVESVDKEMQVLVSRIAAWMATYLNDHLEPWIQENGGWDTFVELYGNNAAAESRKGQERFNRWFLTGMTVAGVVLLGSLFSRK
GLD-1 TGE inh: GLD-1-TGE RNA interaction inhibition (C. elegans); Q17339; purified GLD-1 + fluorescein TGE RNA, fluorescence polarization; inhibition, % at 5.96 µM; 320,000 tested, 0.44% active; AID 2280;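 active means percent inhibition above a per-plate cutoff, the plate mean of test compounds plus 3 SD, cut at about 30% in these data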;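 further: 0% = DMSO wells with GLD-1 and probe and 100% = wells lacking GLD-1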
MEX-5 binding: C. elegans MEX-5 TCR-2 RNA binding activity; MEX-5/FITC-TCR2 RNA binding, fluorescence polarization; hits give low values; activity score (negative = inhibition of binding), % at 10 µM; 300,000 tested, 0.38% active; AID 1832;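 active means inhibition past about -25% in most replicates, and total fluorescence under double the plate's negative control median, limit read from the data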;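 further: 0% = DMSO and -100% = 5 µM competing unlabeled TCR2 RNA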
CR mimetic SO: caloric restriction mimetics inhibiting age-related superoxide in yeast. superoxide response (% of plate mean), % at 10 µM. AID 2690. S. cerevisiae aged cells, superoxide DHE fluorescence; hits give low values. 330,000 tested, 0.18% active;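 active means superoxide response under a set limit, about three screen SD below normal, cut at about 65% in these data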;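 further: yeast aged for seven days with compound at 30 °C before DHE staining; 100% = average MFI of all compound-treated wells on the plate with controls excluded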
EBNA-1 inh: blocks EBNA-1 binding to DNA; EBNA-1 DNA binding, fluorescence polarization; inhibition, % at 14.8 µM; 300,000 tested, 0.34% active; in the data active means inhibition above about 28%
Numbers without * were called inactive; . = not tested or not shown.

SMILES	Efflux pump inh	ZTA counter	MCL1 BIM primary	Fam108B counter	Bcl-xL primary	GLD-1 TGE inh	MEX-5 binding	CR mimetic SO	EBNA-1 inh
C=CCSc1nc2c(c(=O)[nH]c(=O)n2C)n1Cc1ccc(C)cc1	0.1	20	6	-4	4	-3	-4.3	102	6
Cc1ccc(NC(=S)N(CCCN2CCCC2)Cc2cccn2Cc2ccc(Cl)cc2)cc1C	0.3	-18	2	2	6	4	3.2	81	-1
CC(O)c1cccc(NC(=O)C2CCCCC2)c1 (stereo not given)	-0.1	-6	0	8	1	1	-0.3	104	-2
Cc1cc(=O)oc2c(C)c(OCC(=O)N3CCN(c4ccccc4)CC3)ccc12	0.0	6	-6	3	2	4	0.8	77	-9
COC(=O)c1ccc(NC(=O)CN2C(=O)CSC2=O)cc1	0.1	3	6	2	1	4	0.0	84	9
Nc1ccc(CN2CCCCCC2)cc1	0.0	7	2	-2	9	2	0.1	98	1
Cn1cc(C(=O)NCCN2CCN(c3cccc(Cl)c3)CC2)c2c3ccccc3n(C)c2c1=O	0.2	1	0	0	-2	10	.	105	3
CN(C)S(=O)(=O)c1cc(NC(=O)CNCCN2CCOCC2)ccc1Cl	0.0	13	1	1	2	9	-2.6	86	4
CC(C)COc1ccc(CN=C(N)N=C(N)N)cc1Cl	0.4	0	7	-5	7	-2	2.2	106	13
Cc1cc(C)c(NC(=O)COC(=O)CCc2ccc(S(=O)(=O)N3CCCCC3)cc2)c(C)c1	0.2	-8	-5	6	-2	6	-1.3	94	12
CC(C)c1ccc2c(c1)C1(NN=C(c3ccccc3)S1)C(=O)N2 (stereo not given)	-0.2	5	23	7	18	6	2.6	130	6
O=C(CC1S/C(=N/N=C/c2cccs2)NC1=O)Nc1ccc(Cl)cc1 (stereo not given)	-0.2	-7	2	-6	-2	3	-1.9	101	10
O=C(Nc1cccnc1)c1cc(S(=O)(=O)N2CCOCC2)ccc1Br	-0.2	-11	0	-3	6	12	4.1	127	-5
CC(=O)Nc1cccc(C2=CC(c3ccco3)n3ncnc3N2)c1 (stereo not given)	0.0	-4	123*	-3	116*	69*	-87*	109	7
Cc1cccc(Nc2nc(-c3ccccn3)cs2)n1	-0.1	-17	4	5	-2	-1	.	88	-1
OCCC1CN(Cc2cc3c(cc2Cl)OCO3)CCN1C1CCCCC1 (stereo not given)	0.0	0	7	5	3	1	3.0	92	5
Cc1cc(/C=C(\C#N)C(=O)OCC(=O)NC(=O)NC(C)(C)C)c(C)n1CCC(C)C	0.2	2	0	-4	-1	6	0.1	110	-5
NNC(=O)COc1cccc(C(F)(F)F)c1	0.0	-8	-4	1	-6	2	-1.9	101	-9
C=CCn1c(SCC(=O)NCC)nnc1-c1cc2c(s1)CCC(CC)C2 (stereo not given)	-0.1	2	-8	-8	9	6	1.7	106	-2
COC(=O)C1=C(N)N(c2ccc(F)cc2)C2=C(C(=O)CCC2)C1c1ccc2c(c1)OCO2 (stereo not given)	-0.1	8	7	3	7	4	-1.2	95	0
N/C(=N\OC(=O)COc1ccc2ccccc2c1Br)c1ccccn1	0.0	2	8	-2	9	4	-0.3	86	6
CCOC(=O)Cc1ncccc1C(=O)Nc1ccc(OC(F)(F)F)cc1	0.0	-7	5	-3	2	9	-2.4	94	2
COc1ccc(-c2nn(-c3ccccc3)cc2/C=N/Nc2ccccn2)cc1	0.0	-5	7	6	11	0	-0.3	97	2
COc1cc2ncc(S(=O)(=O)c3ccccc3)c(N3CCC4(CC3)OCCO4)c2cc1OC	-0.2	12	0	-1	5	-6	-0.3	89	7
O=C(Cn1nnc(-c2ccc(N3CCOCC3)cc2)n1)N1CCOCC1	-0.1	20	-4	2	0	8	-1.9	93	1
Cn1ncc(Br)c1C(=O)N1CCCCCC1	-0.1	16	3	3	2	0	-0.1	98	7
COc1cc(C)c(NC(=S)Nc2cccc(Cl)c2C)cc1OC	0.7	0	2	0	-5	-10	-1.2	114	-6
COc1ccc(CN2CCc3c([nH]c4ccccc34)C2)c(OC)c1C	0.0	6	1	2	9	4	-1.0	97	6
CCOc1ccc(C2C(C(N)=O)=C(C)Nc3ncnn32)cc1OC (stereo not given)	0.0	-17	7	1	5	-5	-0.2	95	0
Cc1cccc(Oc2nc(-c3ccccc3)cc(C)c2S(C)(=O)=O)c1C	0.6	-2	-1	-7	0	-2	-2.2	116	-7
COc1cccc(NS(=O)(=O)c2ccc3c(c2)n(C)c(=O)c(=O)n3C)c1	-0.1	4	4	0	5	3	0.9	83	17
O=C(CCC(=O)N1CCOc2ccccc21)Nc1ccccc1Cl	0.1	6	6	-5	1	0	-0.9	100	3
COc1cc(C2CC(=O)N(CC(=O)NCC3CCCO3)c3ccccc3S2)cc(OC)c1OC (stereo not given)	0.0	-2	9	2	6	8	-1.6	95	-4
O=C(O)CC(Cc1ccc(Cl)cc1)C(=O)NCc1ccccc1 (stereo not given)	-0.1	-5	1	5	4	-1	1.8	92	6
CCCC(C(=O)NC(C)(C)C)N(C(=O)c1snc(C(N)=O)c1N)c1ccc2c(c1)OCCO2 (stereo not given)	-0.4	-3	-2	-2	8	5	0.4	99	-2
Cn1c(=O)n(C)c2cc(NC(=O)CSc3nc4ccccc4c(=O)[nH]3)ccc21	0.1	-10	1	-1	1	9	0.7	107	-3
COc1ccc(C2=CC(=O)C[C@H](c3ccc4c(c3)OCO4)C2)cc1	0.1	-17	2	.	5	4	.	96	.
COc1ccc(C2=NCCn3c2c2ccc(C(F)(F)F)cc2[n+]3[O-])cc1	0.0	-6	10	-2	7	2	3.1	70	0
O=S(=O)(NCc1c(Cl)cccc1Oc1ccccc1)c1ccccc1	0.1	13	-1	-1	2	3	2.4	117	-2
O=C(CC(c1ccccc1)c1ccccc1O)NCCc1ccccc1 (stereo not given)	-0.6	8	7	5	10	5	0.2	75	15
COC(=O)c1ccc(Nc2cc(C)nc(-c3ccccc3O)n2)cc1	0.0	-3	8	-2	4	-2	2.2	107	29*
Cc1ccc(NC(=O)c2ccc3c(c2)OCO3)cc1Cl	0.1	4	-7	-3	4	2	-1.2	99	-9
CS(=O)(=O)N1CCN(C(=O)Cc2ccc([N+](=O)[O-])cc2)CC1	2.2	-1	-7	3	-5	1	3.1	92	-8
CC1CCCC(NC(=O)C2CCN(S(=O)(=O)N3CCC4(CC3)OCCO4)CC2)C1C (stereo not given)	-0.2	-7	6	-3	3	-1	0.7	74	7
CCOC(=O)C1CCN(C(=O)CSc2cc(=O)n(CC)c3ccccc23)CC1	0.4	1	-2	-4	1	4	0.4	115	-7
CN(C)S(=O)(=O)c1cccc(NC(=O)c2cc(=O)[nH]c3ccccc23)c1	-0.1	0	-5	3	-4	-2	0.9	77	3
COc1cccc2sc(/N=C/N(C)C)nc12	0.0	2	6	0	-2	2	-1.1	93	-2
CC(C)(C)C(=O)Nc1ccccc1C(=O)NCCCn1ccnc1	-0.1	5	0	3	3	2	0.6	96	6
CCC(C)NC(=O)C1CCN(S(=O)(=O)c2ccc3[nH]c(=O)ccc3c2)CC1 (stereo not given)	0.0	-6	-3	1	-7	2	-1.5	125	-12
CCc1sc(C(=O)NC)cc1Br	-0.1	-14	7	-8	-2	3	1.0	87	-8
OCc1ccccc1OCCOc1ccc(Cl)c2cccnc12	0.0	6	5	2	6	-1	-1.0	91	8
Cc1ccc(S(=O)(=O)NNC(=O)c2sc(NS(=O)(=O)c3ccccc3)nc2C)cc1	-0.1	-12	4	0	1	7	0.0	105	1
O=C(NN1C(=O)c2ccccc2NC1c1ccc([N+](=O)[O-])o1)c1ccc(Br)cc1 (stereo not given)	0.2	-15	9	-2	10	0	0.9	118	-4
Cn1cc(/C=C(\NC(=O)c2ccccc2)C(=O)N2CCOCC2)c2ccccc21	0.2	-5	-6	0	1	-1	0.1	83	-13
CCCC1OC23CCCCC2C(C#N)(C#N)C1(C#N)C(=N)O3 (stereo not given)	0.0	-2	96*	7	83*	64*	-11	107	2
O=S(=O)(Nc1c(F)cccc1F)c1ccc(Cl)nc1	-0.3	-7	-1	2	2	1	-2.0	101	-4
Cc1nn(C)c(Cl)c1CN1CCCC(CCC(=O)NCc2ccccc2F)C1 (stereo not given)	0.3	6	4	1	4	-6	0.5	115	7
O=c1c2ccccc2nc2ccc(NCc3cccs3)nn12	0.0	14	6	1	12	12	-5.6	80	0
O=C(COC(=O)c1ccc(-c2nnc(-c3ccccc3)o2)cc1)c1ccccc1	-0.2	-13	8	-2	0	1	1.0	104	-1
COc1ccc(NC(=O)C2CCCN2S(=O)(=O)c2ccc3c(c2)CC(C)N3C(C)=O)cc1OC (stereo not given)	0.2	-21	6	0	0	8	0.4	185	-8

Individual results from the list:
Under Efflux pump inh, OCc1ccccc1OCCOc1ccc(Cl)c2cccnc12 is listed with 0.0
Under Bcl-xL primary, O=C(COC(=O)c1ccc(-c2nnc(-c3ccccc3)o2)cc1)c1ccccc1 is listed with 0

Entries of single compounds, quoted from the list. Order of values: Efflux pump inh, ZTA counter, MCL1 BIM primary, Fam108B counter, Bcl-xL primary, GLD-1 TGE inh, MEX-5 binding, CR mimetic SO, EBNA-1 inh
COC(=O)c1ccc(Nc2cc(C)nc(-c3ccccc3O)n2)cc1 is entered as 0.0, -3, 8, -2, 4, -2, 2.2, 107, 29*
CCC(C)NC(=O)C1CCN(S(=O)(=O)c2ccc3[nH]c(=O)ccc3c2)CC1 (stereo not given) is entered as 0.0, -6, -3, 1, -7, 2, -1.5, 125, -12
O=C(NN1C(=O)c2ccccc2NC1c1ccc([N+](=O)[O-])o1)c1ccc(Br)cc1 (stereo not given) is entered as 0.2, -15, 9, -2, 10, 0, 0.9, 118, -4

Next entries:
SMILES	Efflux pump inh	ZTA counter	MCL1 BIM primary	Fam108B counter	Bcl-xL primary	GLD-1 TGE inh	MEX-5 binding	CR mimetic SO	EBNA-1 inh
Cc1ccc2[nH]c(=O)c(C(c3nnnn3Cc3ccccc3)N3CCc4ccccc43)cc2c1 (stereo not given)	-0.1	-2	9	-3	14	9	-2.2	108	3
CCCCC(=O)NNC(=S)NC(=O)CCC	-0.1	-4	10	0	10	-1	1.3	100	10
COc1cc(C=O)ccc1OC(=O)c1ccncc1	-0.1	10	1	-4	-12	5	1.6	100	-2
O=S(=O)(c1ccccc1)N1CCN(S(=O)(=O)N2CCCCC2)CC1	0.5	3	-8	-1	-7	-1	-3.2	125	-15
NS(=O)(=O)c1ccc(CCNC(=O)CSc2ccc(Cl)cc2Cl)cc1	-0.2	-1	2	-1	4	1	0.3	96	8
Cc1coc2c1c(C)cc1oc(=O)c(CC(=O)NCC(=O)N[C@H](C(=O)O)C(C)C)c(C)c12	-0.1	17	0	2	4	4	0.5	103	15
COc1ccc(S(=O)(=O)N2CCCN(CC(=O)C(C)(C)C)CC2)cc1	0.1	-3	2	1	7	5	0.7	92	-1
CCOC(=O)c1ccc(NC(=O)NC(C)C2CCCO2)cc1 (stereo not given)	0.0	-3	13	1	6	3	-0.1	96	6
CC(C)CCNC(=O)C(=O)Nc1ccccc1	0.0	-5	3	-4	-1	6	0.0	104	-2
Cn1c(=O)n(C)c2cc([N+](=O)[O-])c(N3CCN(C(=O)c4ccc(Cl)cc4)CC3)cc21	-0.2	10	0	5	2	-1	-3.5	104	12
O=C(O)c1ccccc1C(=O)NNc1ccc(Cl)cc1	0.0	-5	8	-2	5	-1	-3.2	95	-1
CC(=O)c1ccccc1OC(=O)c1c(F)cccc1F	0.0	14	4	0	6	5	-5.1	86	-1
Cc1cc(Nc2ccc(Cl)cc2)nc(NCc2ccccc2)n1	0.2	13	5	34*	5	9	-0.8	106	0
COC(=O)c1cc(NC(=O)CN(c2ccc3c(c2)OCO3)S(C)(=O)=O)ccc1Cl	0.1	4	4	-2	4	0	1.2	110	-13

Assay outcomes from PubChem BioAssay.
